Screening results as filed in PubChem.
LYP inhibition – inhibition of human PTPN22 tyrosine phosphatase – biochemical, DiFMUP fluorescence, recombinant catalytic domain, 10 µM, primary screen (AID 606). inhibition, % at 10 µM; hits with a dose series show IC50 in µM. recombinant LYP catalytic domain, DiFMUP fluorescence; higher % means a stronger effect. 52,000 tested, under 10 active;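 active means IC50 under 40 µM in the dose-response test; inactive means IC50 of 40 µM or more, or never dose-tested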
HPDE-C7 viability – HPDE-C7 pancreatic duct cell viability loss – fluorescence, HTS (AID 430); HPDE-C7 pancreatic duct cells viability, fluorescence; higher % means a stronger effect; cytotoxicity, % at 10 µM; hits with a dose series show EC50 in µM; 1.8% of 63,000 active;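 further: cells exposed to compound for 48 hours before viability readout; 0% = vehicle and 100% = reference cytotoxic drug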
Spn DPM-DC inh – blocks S. pneumoniae diphosphomevalonate decarboxylase. purified DPM-DC, PK/LDH coupled NADH fluorescence. calls only at 10 µM. 0.49% of 65,000 active. AID 556;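 active means the 320 compounds with the highest percent inhibition in the single-dose primary screen, excluding strongly autofluorescent ones, cut at about 32% in these data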;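 further: kinetic rate of NADH fluorescence loss reporting ADP formed by the decarboxylase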
TNAP inhibition – inhibition of tissue-nonspecific alkaline phosphatase – biochemical, luminescent (AID 518). 0.09% of 64,000 active. one-dose inhibition, % at 20 µM; IC50 in µM for titrated hits. purified TNAP enzyme, luminescent substrate readout; higher % means a stronger effect; in the data active means a potency from the dose series; inactive means the rest, 99 in 100 with inhibition below about 22%;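 further: plate controls were vehicle for no effect and reference inhibitor for full effect; many of its hits are not listed in these tables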
HPDE-C7K KRASV12 – cytotoxicity in KRAS-transformed pancreatic duct cells, primary screen, cell-based, fluorescence, HTS (AID 431); HPDE-C7K KRASV12 cells, Alamar Blue viability, 48 h; higher % means a stronger effect; 1.7% of 63,000 active; one-dose cytotoxicity, % at 10 µM; EC50 in µM for titrated hits;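 active means compounds whose percent cytotoxicity in the single-dose primary screen, scaled between solvent and toxic-drug controls, exceeds 50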;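 further: 0% = DMSO solvent wells and 100% = doxorubicin-treated wells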
HT1080 cytotoxicity – HT1080 cell viability loss – fluorescence readout (AID 620) | HT1080 viability, fluorescence; higher % means a stronger effect | cytotoxicity, % at 10 µM; hits with a dose series show EC50 in µM | 0.42% of 87,000 active;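 further: cells exposed to compound overnight then 4 h with Alamar Blue; 0% = vehicle DMSO and 100% = killing control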
Bfl-1 inhibitors – displacement of Bid BH3 peptide from Bfl-1 – biochemical, fluorescence polarization, FITC-Bid, mouse, primary screen (AID 432); FITC-Bid BH3 peptide fluorescence polarization displacement; higher % means a stronger effect; displacement, % at 20 µM; hits with a dose series show IC50 in µM; 0.02% of 64,000 active; in the data active means a potency from the dose series; inactive means the rest, 99 in 100 with displacement below about 15%; further: strong numbers were not always called active
Spn PMK inh – S. pneumoniae PMK inhibition; purified PMK, PK/LDH-coupled NADH absorbance 340 nm; inhibition, % at 10 µM; 0.49% of 65,000 active;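 active means top-ranked compounds by inhibition in the single 10 µM screen, taking a fixed number of the strongest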;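 further: 0% = full reaction with DMSO carrier and 100% = background rate without enzyme reaction; no value below 0 was filed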
Spn MK inh – blocks S. pneumoniae mevalonate kinase | purified MK, PK/LDH-coupled NADH absorbance 340 nm | inhibition, % at 10 µM | 0.48% of 65,000 active | AID 555;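 active means ranked among the strongest by inhibition in the single 10 µM screen, a fixed top-ranked set picked for dose follow-up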; further: no value below 0 was filed
Spn PMK inh pilot replicates – further read-out of Spn PMK inh, marked with its call; inhibition, %; measured here: pilot screen replicates
Spn MK inh pilot replicates – also measured in Spn MK inh; calls as there; inhibition, %; measured here: pilot screen replicates
Spn DPM-DC inh pilot screen % – also measured in Spn DPM-DC inh; calls as there; inhibition, %; measured here: pilot screen trials
Starred values were filed as active, the others as inactive; i = inactive; . = no result given. Unless noted, no stated cut-off is given here; in the data, active means cytotoxicity above about 50%; inactive means the rest.

SMILES | LYP inhibition | HPDE-C7 viability | Spn DPM-DC inh | TNAP inhibition | HPDE-C7K KRASV12 | HT1080 cytotoxicity | Bfl-1 inhibitors | Spn PMK inh | Spn MK inh | others
Cc1cccc(N(C)c2cc(C)nc3ncnn23)c1 | -5.8% | -8.8% | i | 9.2% | 4.0% | -4.1% | 6.8% | 4.0 | 6.0
C=CCN(C1CCCCC1)S(=O)(=O)c1ccc2c(c1)oc(=O)n2C | 4.3% | -8.0% | i | 11.8% | -2.0% | 2.0% | 9.9% | 10.0 | 3.0
CCN(CC)c1c(-c2ccccc2)c2cc(C)ccc2[nH]c1=O | -7.2% | 2.3% | i | 19.2% | 11.8% | 0.0% | -5.2% | 7.0 | 0.0
COC(=O)c1cc(COC(=O)c2cccnc2SC)oc1C | . | -9.4% | i | 5.4% | -16.7% | -1.0% | -1.8% | 0.0 | 0.0
Cc1cc(NC(=O)CCC(=O)N(CC(=O)NC2CCCC2)Cc2ccc(F)cc2)no1 | -1.0% | -14.0% | i | 3.9% | -12.6% | -12.0% | -7.9% | 10.0 | 2.0 | Spn PMK inh pilot replicates=0.5;Spn MK inh pilot replicates=0.0;Spn DPM-DC inh pilot screen %=1.5
C=CCn1c(-c2ccccc2)nc2nc3ccccc3nc21 | . | -4.2% | . | 10.8% | -6.4% | -9.5% | 16.0% | 21.0 | 0.0
O=C(CSc1nc(-c2ccc(F)cc2)cs1)NC(=O)NCc1ccco1 | -5.9% | 9.4% | i | 9.6% | 1.0% | -8.4% | -0.9% | 11.0 | 7.0
COC(=O)CSc1ccc2nnc(-c3ccc(OC)c(OC)c3)n2n1 | 7.3% | 9.8% | i | 8.1% | 4.7% | 1.1% | -1.1% | 10.0 | 0.0
Cc1cccc(N2CCN(C(=O)C3CCCCC3)CC2)c1C | 5.5% | -24.0% | i | 11.3% | -16.8% | -17.5% | 1.2% | 0.0 | 6.0
COc1ccc(Nc2ncnc3nc[nH]c23)cc1OC | -7.3% | -15.9% | i | -7.8% | -0.7% | -2.3% | 1.9% | 4.0 | 4.0
COc1cccc(CNc2ccc(S(N)(=O)=O)cc2)c1OC | 7.0% | 8.8% | i | 6.5% | 6.8% | -1.7% | 1.4% | 0.0 | 5.0
COc1ccc(NC(=O)c2cc(-c3ccc(C)o3)nc3ccccc23)cc1OC | -8.6% | -6.3% | i | 0.1% | -13.9% | 5.8% | -6.9% | 14.0 | 3.0
N#Cc1c(C#N)c(-c2ccccc2)n(-c2ccc(C(=O)O)cc2)c1N | 12.0% | -9.0% | i | 8.8% | -9.6% | 2.1% | 2.9% | 9.0 | 4.0
COC(=O)c1c(NC(=O)c2ccc(C)o2)sc2c1CCCCC2 | 3.0% | 14.1% | . | 8.2% | 8.8% | -4.0% | -7.4% | 4.0 | 13.0
COc1ccccc1NC(=O)NCc1ccc2c(c1)OCO2 | 3.0% | -30.1% | i | 8.0% | -23.3% | 0.5% | -2.7% | 0.0 | 1.0 | Spn PMK inh pilot replicates=0.0;Spn MK inh pilot replicates=0.0;Spn DPM-DC inh pilot screen %=0.0
Cc1nc2ncnn2c(C)c1CCC(=O)NCc1ccc2c(c1)OCO2 | . | -3.8% | i | -2.6% | -5.7% | -1.5% | -3.0% | 20.0 | 0.0
COc1ccccc1-c1noc(CCC(=O)Nc2cc(C(F)(F)F)ccc2Cl)n1 | . | 0.6% | i | 9.4% | -7.1% | 5.1% | -2.6% | 9.0 | 8.0
O=C(NC1CCCCC1)C1CCN(S(=O)(=O)c2cccs2)CC1 | 3.5% | -9.6% | i | 2.3% | -19.1% | -1.7% | -1.7% | 1.0 | 9.0
COc1cccc2[nH]c3c(N4CCC(C)CC4)ncnc3c12 | . | . | . | 6.1% | . | -4.4% | 3.9% | 6.0 | 0.0
COc1cccc(C2=NOC(C(=O)Nc3cc(OC)c(OC)c(OC)c3)C2)c1 (stereo not drawn) | 2.3% | 4.4% | i | 7.8% | -0.8% | 3.5% | -0.2% | 9.0 | 0.0
CN(Cc1c(F)cccc1Cl)c1nnnn1-c1ccccc1 | . | 0.3% | i | 11.5% | -16.3% | -17.2% | 2.3% | 10.0 | 3.0
Cn1c(C(=O)NCCN2CCOCC2)cc2c(=O)n(C)c3ccccc3c21 | -5.9% | 6.5% | i | 2.6% | 5.0% | 0.9% | -1.5% | 6.0 | 3.0
Cc1cccc(N2CCN(S(=O)(=O)c3ccc4c(c3)CCC(=O)N4)CC2C)c1 (stereo not drawn) | 1.7% | -12.0% | i | 7.7% | -16.9% | -12.6% | -4.3% | 13.0 | 0.0 | Spn PMK inh pilot replicates=0.0;Spn MK inh pilot replicates=0.0;Spn DPM-DC inh pilot screen %=0.0
CCCCOC(=O)C1[C@H]2C(=O)N(c3ccccc3CC)C[C@]23C=C[C@H]1O3 (stereo partly drawn) | 6.0% | 0.7% | i | 4.0% | 11.2% | 14.0% | -3.2% | 10.0 | 9.0
Cc1ccccc1NC(=O)Cn1cccc1 | 1.0% | -4.1% | i | 4.8% | -7.2% | 9.0% | -8.2% | 9.0 | 5.0

A section taken from the entries so far:
SMILES | LYP inhibition | HPDE-C7 viability | Spn DPM-DC inh | TNAP inhibition | HPDE-C7K KRASV12 | HT1080 cytotoxicity | Bfl-1 inhibitors | Spn PMK inh | Spn MK inh | others
COc1ccccc1NC(=O)NCc1ccc2c(c1)OCO2 | 3.0% | -30.1% | i | 8.0% | -23.3% | 0.5% | -2.7% | 0.0 | 1.0 | Spn PMK inh pilot replicates=0.0;Spn MK inh pilot replicates=0.0;Spn DPM-DC inh pilot screen %=0.0
Cc1nc2ncnn2c(C)c1CCC(=O)NCc1ccc2c(c1)OCO2 | . | -3.8% | i | -2.6% | -5.7% | -1.5% | -3.0% | 20.0 | 0.0

Following part.
SMILES | LYP inhibition | HPDE-C7 viability | Spn DPM-DC inh | TNAP inhibition | HPDE-C7K KRASV12 | HT1080 cytotoxicity | Bfl-1 inhibitors | Spn PMK inh | Spn MK inh | others
COc1ccccc1NC(=O)Cn1c(CN2CCCCC2)nc2ccccc2c1=O | . | 10.2% | i | -0.7% | 0.4% | 4.1% | -7.1% | 6.0 | 9.0
c1ccc(-c2nnc(SCc3cn4ccsc4n3)o2)cc1 | -5.2% | 5.1% | i | 14.8% | 10.9% | -0.4% | 5.8% | 16.0 | 6.0
Cn1c(=O)c2c(nc(CN3CCc4ccccc4C3)n2Cc2cccc(Cl)c2)n(C)c1=O | -8.8% | -1.7% | i | 22.8% | 9.4% | -1.6% | -4.9% | 4.0 | 0.0 | Spn PMK inh pilot replicates=1.0;Spn MK inh pilot replicates=0.0;Spn DPM-DC inh pilot screen %=0.0
CCN(CC)C(=O)c1cn(CC)c(=O)c2cc(OC)c(OC)cc12 | 2.9% | -1.5% | i | 6.6% | -3.8% | 1.1% | 3.1% | 0.0 | 8.0
Cc1ccc(N2CC(C(=O)OCc3ccccc3F)CC2=O)cc1 (stereo not drawn) | -4.5% | 15.7% | i | 0.7% | -4.9% | 7.2% | -8.2% | 4.0 | 1.0
CCN1CCN(c2cc(C)c3cc(NC(=O)c4ccc5c(c4)OCO5)ccc3n2)CC1 | -8.6% | -8.4% | i | 11.3% | -0.6% | 3.0% | -0.1% | 3.0 | 4.0
CC(C)Oc1ccc(C(CC(=O)O)NC(=O)CSc2ncn[nH]2)cc1 (stereo not drawn) | -11.8% | -7.8% | i | 9.5% | 7.9% | 0.6% | -0.5% | 10.0 | 2.0
CC1CCCN(C(=O)C2c3ccccc3C(=O)N3CCc4ccccc4C23)C1 (stereo not drawn) | 6.1% | 0.8% | i | 6.2% | 1.6% | 5.1% | -2.9% | 11.0 | 5.0
Cc1c(C(=O)OCC(=O)N2c3ccccc3CC2C)oc2ccccc12 (stereo not drawn) | -4.2% | 17.1% | i | 8.5% | 20.7% | 4.1% | -13.1% | 0.0 | 0.0
O=C(CCn1c(=O)sc2ccccc21)NCCCn1ccnc1 | -11.5% | . | i | . | . | -2.8% | . | 16.0 | 3.0
Clc1ccc(CSC2=NCCCN2)cc1Cl | 2.5% | -1.1% | i | 7.3% | 11.2% | -6.2% | -4.9% | 6.0 | 5.0
Cc1ccc(C)c(OCC(O)CN2CCCCC2C)c1 (stereo not drawn) | . | -1.4% | i | 10.8% | 13.5% | -7.5% | -8.2% | 0.0 | 5.0
CCCCn1c(SCc2ncc(-c3ccccc3)o2)nc2cc(S(N)(=O)=O)ccc21 | 19.3% | 43.6% | i | 9.6% | 53.1%* | -2.0% | 0.8% | 6.0 | 3.0
CCCOc1ccc(C(CC(=O)O)NC(=O)c2ccc3c(c2)OCO3)cc1 (stereo not drawn) | . | 4.1% | i | 4.6% | 10.5% | -3.1% | -6.9% | 10.0 | 0.0
CC(=O)c1c(C)n(CC(=O)NCc2ccc3c(c2)OCO3)c2ccccc12 | -5.2% | 33.7% | i | 9.3% | 8.6% | -2.8% | -6.6% | 2.0 | 12.0
CC(C)Cn1c(N)c(C(=O)COC(=O)c2ccc3c(c2)OCCO3)c(=O)n(C)c1=O | . | -21.3% | i | 9.9% | -13.8% | -2.0% | -7.2% | 0.0 | 0.0 | Spn PMK inh pilot replicates=7.0;Spn MK inh pilot replicates=1.5;Spn DPM-DC inh pilot screen %=0.0
COc1cccc(-c2cc(C(F)(F)F)nc(N3CCCCC3)n2)c1 | 3.4% | -12.8% | i | 3.2% | -10.0% | -18.6% | -0.6% | 0.0 | 8.0
COCCNC(=O)c1cc(-c2cccs2)on1 | 2.9% | 23.2% | i | 7.2% | 14.8% | -1.1% | -2.7% | 0.0 | 6.0 | Spn PMK inh pilot replicates=1.5;Spn MK inh pilot replicates=4.5;Spn DPM-DC inh pilot screen %=3.5
CCOC(=O)N1CCN(C(=O)c2cc(-c3ccc(OCC)cc3)nc3ccccc23)CC1 | -4.1% | 57.6%* | . | 19.6% | 63.5%* | 54.9%* | -3.9% | 11.0 | 0.0
O=C(CC1Sc2ccccc2NC1=O)Nc1cccc(-c2nnc3n2CCCCC3)c1 (stereo not drawn) | 1.8% | -25.2% | i | -5.2% | -22.0% | 25.6% | -6.2% | 6.0 | 0.0
C=CCN1C(=O)C2C(C(=O)NC)C3C=CC2(O3)C1C(=O)NCc1ccc(OC)cc1 (stereo not drawn) | -3.4% | 3.0% | i | 15.0% | 4.1% | 2.3% | 0.3% | 0.0 | 10.0
O=c1c2cnn(-c3ccccc3Cl)c2ncn1Cc1cccnc1 | -3.8% | -9.1% | i | 12.9% | -12.1% | -6.9% | 6.6% | 16.0 | 9.0
Cc1ccc(CS(=O)(=O)Cc2ccc(C(=O)NCc3cccnc3)o2)cc1 | 11.0% | 5.6% | i | 10.4% | 2.3% | -1.7% | -7.4% | 16.0 | 0.0
COc1ccc(CCNc2nnc(Sc3nnnn3-c3ccccc3)s2)cc1OC | 5.6% | 53.9%* | i | 0.2% | 68.8%* | 57.2%* | 2.0% | 10.0 | 9.0
O=C(Nc1cccc(-n2cnnn2)c1)c1ccco1 | . | -12.8% | i | 5.2% | -33.8% | -17.7% | 8.0% | 0.0 | 4.0
O=C(CN1C(=O)c2ccccc2S1(=O)=O)NCCC1=CCCCC1 | 11.3% | . | i | . | . | -5.6% | . | 9.0 | 5.0
CCc1ccccc1S(=O)(=O)Cc1ccc(C(=O)N2CCN(c3ccccn3)CC2)o1 | 0.4% | 2.9% | i | 14.7% | 0.1% | -7.4% | 1.1% | 12.0 | 1.0
